Assay outcomes as filed in PubChem BioAssay.
Rv3671c inh: inhibitors of M. tuberculosis serine protease Rv3671c; 0.048% of 320,000 active; AID 2606; inhibition, % at 5.96 µM; in the data active = inhibition above about 38%;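 also: extracellular domain of Rv3671c used as enzyme; 0% = enzyme with DMSO and 100% = no enzyme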
Target sequence (P9WHR9 whole entry, looked up, the tested form may be a part): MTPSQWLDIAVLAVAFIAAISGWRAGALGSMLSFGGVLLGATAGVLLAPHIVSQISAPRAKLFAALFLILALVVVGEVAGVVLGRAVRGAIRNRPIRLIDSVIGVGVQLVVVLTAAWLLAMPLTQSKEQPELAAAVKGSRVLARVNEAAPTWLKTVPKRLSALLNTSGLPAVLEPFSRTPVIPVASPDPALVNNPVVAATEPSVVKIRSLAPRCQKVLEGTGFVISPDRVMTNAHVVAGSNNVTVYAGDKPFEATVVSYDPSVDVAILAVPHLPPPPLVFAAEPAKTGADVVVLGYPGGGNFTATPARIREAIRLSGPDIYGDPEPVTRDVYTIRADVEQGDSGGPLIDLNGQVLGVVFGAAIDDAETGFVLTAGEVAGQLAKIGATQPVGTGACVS
MazF activator: MazEF (E. coli) toxin RNase activation | P0AE70 | FAM/BHQ RNA-DNA oligo cleavage fluorescence, 5 h | activation, % at 20 µM | 0.32% of 350,000 active; in the data active = activation above about 50%
Target sequence (P0AE70 whole entry, looked up): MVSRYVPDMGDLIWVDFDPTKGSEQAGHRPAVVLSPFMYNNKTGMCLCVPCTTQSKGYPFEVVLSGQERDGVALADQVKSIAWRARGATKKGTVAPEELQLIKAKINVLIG
Vc quorum ag: quorum light induction in luxS cqsA deficient V. cholerae. V. cholerae BH1578 lux reporter, luminescence, 6 h. activation, % at 18.7 µM. 0.16% of 350,000 active. AID 588436; in the data active = activation mostly above about 9.7%, no sharp cut-off; also: not every result past the cut was called active; inactives centre near 0; reference of the scale not given here
TcdB GH inh: blocks C. difficile toxin B glycohydrolase activity; inhibition, % at 9.99 µM; AID 652162; 0.24% of 350,000 active; P18177; TcdB glycohydrolase enzymatic assay, plate reader; in the data active = inhibition above about 10%
Y pestis TopoI: Y. pestis Topo-I inhibition via cleavage products; AID 504884; activity, % at 10 µM; 0.064% of 360,000 active; Y. pestis Topo-I cleavage product accumulation, plate reader; in the data active = activity above about 50%, passing the limit was not always enough; also: inactives centre near 2
SARS 3CLpro inh: SARS-CoV 3CLpro protease inhibition; P0C6X7; recombinant SARS-CoV 3CLpro, quenched FRET peptide cleavage; inhibition, % at 6 µM; 0.14% of 290,000 active; in the data active = inhibition above about 12%
SSB-PriA inh: blocks PriA binding to SSB C-terminal tail; 0.6% of 430,000 active; AlphaScreen SSBct-PriA binding, biotinylated peptide; inhibition, % at 33 µM; AID 1272365; in the data active = inhibition mostly above about 37%, no sharp cut-off; inactive = mostly below about 20%;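 also: plate controls were negative control peptide for no effect and reference peptide for full effect; strong numbers were not always called active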
Anthrax LF inh2: blocks Bacillus anthracis lethal factor protease; P15917; multiplex microsphere protease cleavage assay, LF; inhibition, % at 10 µM; 0.12% of 360,000 active; in the data active = inhibition above about 30%; also: plate controls were buffer without enzyme for full effect and enzyme alone for no effect
PfHsp40 rescue: rescue of PfHsp40-mediated yeast toxicity; 0.68% of 340,000 active; S. cerevisiae expressing PfHsp40, growth rescue, ATP luminescence; growth rescue, % at 12.5 µM; in the data active = growth rescue above about 28%, passing the limit was not always enough;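 also: yeast W303a lacking pdr1 and pdr3 grown in galactose medium; growth measured after three days at 30 °C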
VHR inh abs: blocks human VHR1 dual specificity phosphatase; P51452; recombinant VHR phosphatase, pNPP absorbance; inhibition, % at 13.3 µM; 0.52% of 290,000 active; in the data active = inhibition above about 50%; also: some compounds called inactive have numbers as strong as hits
Target sequence (P51452 whole entry, looked up): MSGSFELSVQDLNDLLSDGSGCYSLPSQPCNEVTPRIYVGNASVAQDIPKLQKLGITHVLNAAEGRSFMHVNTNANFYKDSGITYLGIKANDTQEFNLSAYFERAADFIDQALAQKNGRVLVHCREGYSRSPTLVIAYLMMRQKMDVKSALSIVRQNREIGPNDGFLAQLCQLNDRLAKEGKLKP
* marks the source's active call; other numbers are inactive results; i = inactive; nt = no result given; + = active, no number.

The first 5 compounds as a preview:
SMILES	Rv3671c inh	MazF activator	Vc quorum ag	TcdB GH inh	Y pestis TopoI	SARS 3CLpro inh	SSB-PriA inh	Anthrax LF inh2	PfHsp40 rescue	VHR inh abs
COc1ccccc1C(=O)Nc1nc2nc(-c3ccccc3)cc(=O)n2[nH]1	7	1	i	nt	-4	5	-11	1	-0.9	5
COC(=O)c1cc(=O)cc(C(=O)OC)o1	0	2	-0.3	nt	0	2	2	-6	-0.5	4
CCC(=O)Nc1c(C(=O)Nc2cccc(OC)c2)oc2ccccc12	-10	9	-0.4	nt	1	2	-19	-3	2.4	-13
CC(C)(C)OC(=O)C[C@H]1C/C=C\C[C@H](CC(=O)N[C@H](CO)Cc2ccccc2)C(=O)N[C@H](Cc2ccccc2)COC1=O	1	4	i	1.0	27	nt	4	-6	0.9	nt
N#CCc1ccc(OC(=O)c2cnccc2C(F)(F)F)cc1	-4	-5	-0.3	1.0	1	-1	-10	9	-0.8	7

The whole of this part, from the start:
SMILES	Rv3671c inh	MazF activator	Vc quorum ag	TcdB GH inh	Y pestis TopoI	SARS 3CLpro inh	SSB-PriA inh	Anthrax LF inh2	PfHsp40 rescue	VHR inh abs
COc1ccccc1C(=O)Nc1nc2nc(-c3ccccc3)cc(=O)n2[nH]1	7	1	i	nt	-4	5	-11	1	-0.9	5
COC(=O)c1cc(=O)cc(C(=O)OC)o1	0	2	-0.3	nt	0	2	2	-6	-0.5	4
CCC(=O)Nc1c(C(=O)Nc2cccc(OC)c2)oc2ccccc12	-10	9	-0.4	nt	1	2	-19	-3	2.4	-13
CC(C)(C)OC(=O)C[C@H]1C/C=C\C[C@H](CC(=O)N[C@H](CO)Cc2ccccc2)C(=O)N[C@H](Cc2ccccc2)COC1=O	1	4	i	1.0	27	nt	4	-6	0.9	nt
N#CCc1ccc(OC(=O)c2cnccc2C(F)(F)F)cc1	-4	-5	-0.3	1.0	1	-1	-10	9	-0.8	7
CCC(=O)Nc1ccc(C(=O)Nc2cccnc2)cc1	-9	1	-0.9	-1.0	-1	-1	-9	-2	0.2	-14
Cc1cc(C)nc(Nc2ncc(O)n2-c2ccc(Br)cc2)n1	-4	-3	-0.2	0.2	-10	-1	-11	3	-0.8	23
O=c1ccoc2ccccc12	nt	nt	-0.3	0.0	8	nt	nt	3	nt	nt
CN(C)c1ccnc2sc(C(N)=O)c(N)c12	-5	1	-1.0	nt	2	-19	-9	-2	1.5	16
CCOC(=O)N/N=C/c1cc(OC)c(O)c(OC)c1	-12	-2	-0.4	-49	1	-2	nt	0	-0.4	-10
CCN(CC(=O)Nc1ccccc1C(F)(F)F)C(=O)c1oc2ccc(OC)cc2c1C	2	0	-5.7	0.2	24	nt	-7	0	-1.1	nt
CC(=O)Oc1ccc(/C=C2/CCc3ccccc3C2=O)cc1	-10	-10	-0.3	1.7	-9	-1	-11	-16	-0.6	6
CCN(CC)S(=O)(=O)c1cccc(NC(=O)COC(=O)/C=C/c2ccco2)c1	-8	2	-0.6	0.4	-4	-3	-4	0	0.4	5
COCCCn1c(SCC(=O)Nc2ccc(NC(=O)c3ccco3)c(OC)c2)nc2ccccc2c1=O	-6	-4	i	nt	6	3	-24	-2	-0.8	9
CC(C)CCn1c(=O)c2sccc2n2c(CCCC(=O)N3CCN(c4ccccn4)CC3)nnc12	-1	15	-0.1	-1.7	24	-3	4	0	2.4	6
O=C(CN1CCCc2ccccc21)NC(=O)NCc1ccccc1	0	-7	-0.4	2.0	-15	-2	-3	0	-0.4	7
Cn1c2ccc(F)cc2c2nnc(SCC(=O)Nc3cccc(O)c3)nc21	-8	28	i	1.0	4	1	5	nt	17	44
Cc1cc(C(=O)N(C)CC(=O)Nc2cccc(F)c2)no1	-12	0	2.2	1.3	2	nt	-14	-5	-0.6	nt
Cc1cc(C(=O)Cn2cc(C(F)(F)F)ccc2=O)c(C)n1-c1ccccc1	5	-6	3.5	1.5	7	1	14	-2	0.3	8
Cc1ccc(S(=O)(=O)NC(=O)Nn2c(C)nnc2C)cc1	-1	-1	-0.5	nt	0	2	-9	-1	-1.8	6
CSc1ccccc1OCc1cc(C(=O)NC(C)c2cnn(C)c2)no1 (stereo unspecified)	-5	-9	i	1.6	10	-2	-10	nt	1.6	5
CC(=O)c1cccc(NC(=O)CSc2ccc(-c3sc(C)nc3C)nn2)c1	-6	2	i	0.9	5	4	-5	8	-1.4	-8
Clc1ccc(C=Cc2ccccn2)cc1	nt	0	-2.7	-0.2	7	nt	-27	5	-0.1	nt
CCOc1cccc(CN2CCC(N3CCC(C(=O)NCC4CCCO4)CC3)CC2)c1 (stereo unspecified)	-3	-1	-7.1	2.3	3	4	9	-4	-0.5	-4
COc1cc2c(cc1OC)C(c1cc3ccccc3oc1=O)=NC(C)(C)C2	-2	-2	2.4	nt	-6	0	-3	2	8.1	0
O=C(OCC#CCSc1nnc(-c2cccc3ccccc23)o1)c1ccco1	1	-1	-1.3	-1.5	38	4	-21	-2	1.2	20
COc1cccc(C2CC(C(F)(F)F)n3nc(C(=O)NCc4cccnc4)cc3N2)c1 (stereo unspecified)	-3	-7	0.9	nt	-3	-2	6	-2	0.0	14
CCC1Oc2ccccc2N(CC(=O)NCc2cccs2)C1=O (stereo unspecified)	11	7	-0.4	-1.9	5	-3	-7	-3	-0.4	-15
CCc1nnc(NC(=O)Cc2cc(OC)c(OC)c(OC)c2)s1	3	-16	-0.2	-0.3	10	0	-2	-3	-0.9	30
CC[N+]1(CC)CC2CCC(C)(C1)C2(C)C (stereo unspecified)	-4	-12	-0.6	0.0	5	-2	-4	-1	-0.5	12
COc1ccccc1NC(=O)Cc1noc(CSc2cccc[n+]2[O-])n1	-5	3	i	nt	1	-5	-7	-1	0.3	-8
COc1ccc(OC)c(NC(=O)C2=C(C)Nc3ncnn3C2c2cccs2)c1 (stereo unspecified)	-3	7	+	nt	-2	-5	4	-1	2.0	21
COc1cccc(NC(=O)Cn2c3ccccc3c3nc4n(c(=O)c32)CCS4)c1	8	9	1.4	-0.8	9	2	3	-3	0.3	23
COc1ccc(-c2csc(C(C)(NC(C)=O)c3ccc(OC)cc3)n2)cc1 (stereo unspecified)	nt	nt	i	1.9	23	nt	nt	-4	nt	nt
O=C(c1cccs1)N1C[C@@H](O)[C@H](n2cc(-c3ccc(F)cc3)nn2)C[C@@H]1c1ccccc1	nt	3	i	0.2	18	nt	nt	5	nt	nt
Cc1nonc1CN(C)C(=O)CC1C(=O)NCCN1Cc1c(F)cccc1Cl (stereo unspecified)	3	0	-1.0	1.0	-2	1	-5	-10	0.2	20
O=C(CCc1c[nH]c2ccccc12)NCc1cccc(Cl)c1	3	-6	0.3	-0.3	2	5	0	-4	0.2	25
O=[N+]([O-])c1cccc(-c2noc3c2-c2nc(Cc4cccc5ccccc45)sc2CC3)c1	-2	0	-0.2	0.3	9	nt	-14	-7	-2.3	nt
COc1cc(NC(=O)COC(=O)Cc2ccc(-c3ccccc3)cc2)cc(OC)c1	-120	-2	i	0.3	-7	0	-26	-3	2.5	3
CC(Sc1nnc(-c2ccccc2Br)o1)C(=O)N1CCOCC1 (stereo unspecified)	-7	2	i	0.2	-7	-1	0	0	0.2	10
Cc1ccc(-c2ccc(=O)n(Cc3ccc(F)cc3)n2)cc1	5	-1	i	-0.7	15	6	-1	-4	2.0	5
O=C(COc1ccc(Cl)cc1)NCCCNC(=O)c1ccncc1	3	2	-0.2	0.0	3	-2	-7	-1	0.2	28
CCc1cc(SC#N)cc(CC)c1NC(=O)CCl	-12	2	-0.2	nt	-3	5	-5	0	-2.6	-8
CC1CCCC(NC(=O)COC(=O)COc2ccc(Br)cc2)C1C (stereo unspecified)	6	2	i	0.1	13	nt	-4	-11	-1.2	nt
COC(=O)C1=C(C)Nc2c(c(=O)n(C)c(=O)n2C)C1c1cccnc1 (stereo unspecified)	-2	-6	i	nt	-2	-2	-6	-6	-1.0	4
NCCCC[C@@H]1NC(=O)[C@H](CCC(=O)O)NC(=O)c2cc([N+](=O)[O-])cc(I)c2SC[C@@H](C(=O)NCC(N)=O)NC1=O	3	-5	-2.2	-0.2	0	2	-2	-3	0.8	0
COc1ccccc1/C=C(/C(=O)OCC(=O)Nc1ccc(N(C)C)cc1)c1ccccc1	10	7	-0.3	nt	0	5	15	-1	0.5	-4
O=C(Nc1ccccc1N1CCOCC1)C1=NN(c2ccccc2)C(=O)CC1	nt	-14	i	-2.6	-3	nt	-12	6	-0.2	nt
CN(CC(=O)Nc1ccc(OC(F)(F)F)cc1)C(=O)Cc1ccc2c(c1)CCC2	1	-3	0.7	1.0	10	nt	5	-6	1.1	nt
CC1C(Br)C(=O)NC(=O)N1Cc1ccccc1 (stereo unspecified)	1	2	-0.8	6.2	-2	2	0	-3	0.0	11
The results go on.
SMILES	Rv3671c inh	MazF activator	Vc quorum ag	TcdB GH inh	Y pestis TopoI	SARS 3CLpro inh	SSB-PriA inh	Anthrax LF inh2	PfHsp40 rescue	VHR inh abs
CCOC(=O)c1c(C)n(C)c2ccc(OCC(O)CN3CCCCCC3)cc12 (stereo unspecified)	-9	0	-0.2	0.5	4	-5	11	-4	-0.1	17
CC(=O)Nc1ccc(CN2CCC(Oc3ccc(C(=O)N4CCCC4)cc3)CC2)cc1	-11	-6	i	0.8	-11	-5	-4	2	0.7	0
COc1ccc(NC(=O)Cn2nnc(C(=O)NCCc3ccc(OC)c(OC)c3)c2N)c(OC)c1	0	1	-0.3	1.2	11	-1	-1	-1	1.2	9
CCn1c(SCC(=O)N2CCCC(C)C2)nnc1-c1ccc(S(=O)(=O)N2CCN(C)CC2)cc1 (stereo unspecified)	-7	6	-0.3	nt	4	0	-7	-6	0.0	21
C=C(C=O)CC1CC(O)[C@]2(C)OC3CC4OC5C[C@]6(C)O[C@]7(C)CCC8OC9C[C@]%10(C)OC%11C(C)=CC(=O)OC%11CC%10OC9C[C@@H](C)C8OC7CC6O[C@]5(C)CC5OC5C4OC3CC2O1 (stereo partly specified)	-9	9	i	nt	21	-2	0	-6	nt	18
Cc1ccc(-c2noc(CCC(=O)NCC3CCN(Cc4cccc(C)c4)CC3)n2)cc1	-3	0	-0.2	nt	12	-1	-1	-3	0.7	1
CC(=O)n1cc([C@@H]2C=C(C(=O)N3CCOCC3)O[C@H](OCc3ccc(CO)cc3)C2)c2ccccc21	0	6	0.5	0.3	10	2	7	-10	0.1	21
CN(C)C(=S)Nc1cccc(C(F)(F)F)c1	0	-5	i	1.6	4	4	-8	-3	-0.9	1
Cc1nc2cc(Cl)ccc2n1CCO	-3	3	-2.5	2.9	1	-5	-8	-2	-0.4	8
CN(C)C(CNC(=O)Nc1cccc(Cl)c1)c1cccnc1 (stereo unspecified)	-4	3	-3.2	nt	5	-1	-1	2	-0.4	-17
COc1ccc(-c2noc(C3CCCN(C(=O)c4cccc(C)c4)C3)n2)cc1 (stereo unspecified)	3	-5	-0.2	-0.1	17	-5	0	-12	-0.3	20
C=CCNC(=O)/C(=C/c1cccc([N+](=O)[O-])c1)NC(=O)c1ccccc1	-4	-7	-1.0	1.0	3	2	-10	-4	0.0	34
CCOC(=O)C1(C(F)(F)F)N=C(C(F)(F)F)Nc2cc(C)c(C)cc21 (stereo unspecified)	2	-5	-0.3	0.1	-11	0	-15	2	0.6	15
O=C(Nc1ncc(Cc2ccccc2Cl)s1)c1ccc(-c2cccc([N+](=O)[O-])c2)o1	-3	4	-0.3	nt	-14	2	10	-2	-2.3	-4
O=C(CN1CCCCC1)N1CCN(c2ccccc2)CC1	-1	3	-0.5	-2.5	-8	-3	-2	0	nt	34
C/C(N)=C(/C#N)C(=O)CSc1nnc(NC(C)C)s1	15	-4	i	nt	-3	-1	nt	-5	0.3	14
Cc1cccc(CCNC(=O)C2CCC(=O)N(Cc3ccccc3F)C2)n1 (stereo unspecified)	-10	0	-1.7	1.2	9	-1	-4	-2	3.8	-3
Fc1ccc2c(c1)C(c1cccnc1)=NNC(c1cccs1)=N2	4	8	i	nt	6	-7	1	-1	0.2	-11

A portion of the library (hit frequency here may not be typical).
